# High-throughput results: PubChem BioAssay, several laboratories
# NTR1 ag = agonists of NTR1, primary screen, imaging, U2OS cells, beta-arrestin-GFP, high content (AID 493036); Neurotensin receptor type 1 (Homo sapiens), P30989; NTR1-U2OS beta-arrestin-GFP spot imaging, agonist mode; activation, % at 20 µM; 330,000 tested, 0.17% active;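 active = activation at or above 40% of the spot to cytoplasm intensity ratio, with at least 20 cells analyzed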;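 also: 0% = DMSO without peptide and 100% = 100 nM NTR1 peptide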
# Target sequence (P30989 whole entry, looked up): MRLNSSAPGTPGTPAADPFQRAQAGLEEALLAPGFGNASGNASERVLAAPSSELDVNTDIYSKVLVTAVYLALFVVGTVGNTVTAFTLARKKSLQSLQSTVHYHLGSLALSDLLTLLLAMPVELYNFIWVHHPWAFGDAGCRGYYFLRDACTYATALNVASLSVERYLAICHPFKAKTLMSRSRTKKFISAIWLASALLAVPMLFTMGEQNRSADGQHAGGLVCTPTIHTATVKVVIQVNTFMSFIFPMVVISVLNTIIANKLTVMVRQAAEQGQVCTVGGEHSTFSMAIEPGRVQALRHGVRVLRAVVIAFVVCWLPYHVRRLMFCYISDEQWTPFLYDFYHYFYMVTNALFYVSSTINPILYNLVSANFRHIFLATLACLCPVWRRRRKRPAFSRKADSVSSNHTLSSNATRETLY
# MgcRacGAP inhibition = MgcRacGAP GTPase-activating activity inhibitors, confirmation, biochemical, ADP Hunter fluorescence; inhibition, % at 30 µM; hits with a dose series show IC50 in µM; MgcRacGAP-stimulated Rac1 GTP hydrolysis, ADP Hunter fluorescence; higher % means a stronger effect; GST-tagged Rac1 F28L mutant substrate; 340,000 tested, 0.6% active;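 active = first-screen hits whose inhibition reached a set limit at any dose in the follow-up dose series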;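 also: fluorescence reports GDP produced by GAP-driven GTP hydrolysis; strong numbers were not always called active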
# NS5 inhibitors = Dengue-2 NS5 methyltransferase inhibitors, primary screen, biochemical, confirmation dose response (AID 588689) | Dengue-2 NS5 methyltransferase capping enzyme assay, biochemical; higher % means a stronger effect | Genome polyprotein (Dengue virus type 2 (strain 16681-PDK53)) | inhibition, % at 25 µM; hits with a dose series show IC50 in µM | 340,000 tested, 0.3% active; in the data active = a potency from the dose series
# NTR1 ag cell count 20 µM = further read-out of NTR1 ag, marked with its call; cell count; measured here: cell count, cytotoxicity flag
# NS5 inhibitors pilot replicate = recorded beside NS5 inhibitors, whose call it bears; inhibition, %; measured here: pilot screen replicate inhibition
# * = called active by the depositor. Not all compounds are listed, so the mix of outcomes need not match the whole.
SMILES,NTR1 ag,NTR1 ag cell count 20 µM,MgcRacGAP inhibition,NS5 inhibitors,others
CN(CC(=O)Nc1ccc(F)c(F)c1F)C(=O)CCN1C(=O)C2CCCCC2C1=O (stereo not drawn),-0.1,43,9.7%,-7.0%,
C[C@H]1COC(=O)[C@H](Cc2ccc(F)cc2)C/C=C\C[C@H](CC(=O)NCCO)C(=O)N1,-1.6,64,7.7%,-2.5%,
COc1cc2cc(CCOC(=O)c3ccc(F)cc3)oc(=O)c2cc1OC,3.1,55,12.2%,-5.7%,
Cc1cc(C)n2nc(C(=O)OCC(=O)NNC(=O)c3ccccc3)nc2n1,-2.9,62,3.3%,-3.8%,
CC(=O)Nc1ccc(NC(=O)CN2C(=O)NC3(CCCCCCC3)C2=O)cc1,1.5,55,1.8%,-11.2%,
Cc1cc(NS(=O)(=O)c2ccc(NC(=O)COc3ccc(C#N)cc3)cc2)nc(C)n1,-1.1,51,6.4%,11.1%,
O=C(COC(=O)c1ccc(Cl)nc1)Nc1ccc(N2CCOCC2)cc1,1.1,55,2.9%,-0.7%,
CCN(c1ccccc1)S(=O)(=O)c1ccc(C(=O)N2CCOCC2)cc1,-1.7,43,3.1%,-4.4%,
CCCn1c(SCC(=O)Nc2cc(Cl)ccc2OC)nc(O)cc1=O,-1.1,36,4.2%,-2.2%,
O=C(COC(=O)c1cc(Cl)ccc1O)NC(=O)NCc1ccccc1,-0.5,63,-0.7%,-3.0%,
COc1cc(C(=O)NCc2cccs2)ccc1OCc1c(C)noc1C,-0.6,43,-1.5%,0.7%,
CC(C)Cn1nc(C(=O)NCc2ccccc2CN2CCCC2)c2ccccc2c1=O,-3.1,57,6.0%,-12.5%,
COc1cc(CC(=O)OCC(=O)NC2CCCCCC2)cc(OC)c1OC,3.8,57,0.9%,-0.8%,
N#Cc1ccc(Cl)cc1NC(=O)CSc1cccc[n+]1[O-],2.7,46,4.7%,5.4%,
COCCCNC(=O)CC1C[C@H](C(=O)N2CCCCC2)[C@@]2(CCc3ccccc3)c3[nH]c4ccccc4c3CCN2C1=O (stereo partly drawn),1.5,75,10.4%,8.6%,NS5 inhibitors pilot replicate=-0.3
CSCc1c(C(=O)OCC(=O)c2ccc[nH]2)oc2ccccc12,1.5,47,3.8%,1.4%,
CC(C)n1nc(C(=O)Nc2ccc3c(c2)OCO3)c2ccccc2c1=O,2.0,40,3.5%,0.7%,
CC1CCCC(NC(=O)c2ccc3c(c2)OCCO3)C1C (stereo not drawn),-0.3,57,6.4%,-4.0%,
NC(=O)C1CN(C(=O)c2nn(Cc3ccccc3)c(=O)c3ccccc23)c2ccccc2O1 (stereo not drawn),-0.2,57,-3.0%,-2.9%,
O=C1[C@@H](Oc2ccccc2)[C@@H](c2cnc3ccccc3c2)N1c1ccccc1,2.3,75,1.6%,3.6%,NS5 inhibitors pilot replicate=1.5
COc1ccc(NC(=O)c2ccc(=O)[nH]c2)cc1S(=O)(=O)N1CCOCC1,0.2,62,-1.1%,0.0%,
COc1cccc(C(=O)OCC(=O)Nc2sc3c(c2C(N)=O)CCC3)c1O,0.8,41,9.2%,-7.1%,
O=C(COC(=O)COc1ccc(Br)cc1)NC1CCCC1,-0.4,69,-0.3%,-4.0%,
C[C@H](CO)N1C[C@H](C)[C@@H](CN(C)S(=O)(=O)c2ccccc2)Oc2ccc(NS(=O)(=O)c3cccs3)cc2C1=O,0.7,55,7.7%,-7.2%,
CCc1ccc(NC(=O)COC(=O)CC2CCCC2)cc1,1.3,58,7.7%,-1.6%,
CC(NC(=O)c1ccco1)C(=O)N1CCN(c2cccc(Cl)c2)CC1 (stereo not drawn),1.2,68,5.3%,-6.9%,
Cc1ccc(NC(=O)CN2C(=O)NC(Cc3ccccc3)C2=O)cc1Cl (stereo not drawn),2.4,71,2.1%,-3.0%,
CCOc1ccccc1N1CCN(C(=O)[C@@H]2CCCN2C2=NS(=O)(=O)c3ccccc32)CC1,0.4,96,2.5%,2.6%,
COc1cccc(CN(CC(=O)NCc2ccccc2)S(=O)(=O)CCl)c1,-0.5,57,9.0%,-6.5%,
COCCN(C(=O)CCCc1nc2ccccc2s1)c1c(N)n(CC(C)C)c(=O)[nH]c1=O,-0.2,74,13.2%,0.7%,
COc1ccc2c(c1)OC[C@H]1[C@H]2N2C(=O)CN(Cc3ccc(C)cc3)C(=O)[C@@]2(C)[C@H]1c1ccccc1,1.6,13,6.8%,-0.3%,
O=C(C[C@H]1C[C@H](C(=O)N2CCOCC2)[C@@]2(CCC3CCCC3)c3[nH]c4ccc(Cl)cc4c3CCN2C1=O)NCc1ccco1,8.1,67,7.5%,-2.6%,NS5 inhibitors pilot replicate=-4.0
CCCCOc1ccc(C(=O)NCC(=O)NCCOc2ccccc2OC)cc1,-1.6,65,6.9%,5.1%,
CCOCc1c(C(=O)Nc2ccccc2N2CCN(C)CC2)oc2ccccc12,3.6,56,6.7%,-9.5%,
CCc1ccc(OCCNc2cc(N3CCNC(C)C3)ccc2[N+](=O)[O-])cc1 (stereo not drawn),3.3,47,11.4%,-6.6%,
COC(=O)C1=C(C)N(Cc2ccccc2)C(=NCC(C)C)N[C@H]1c1cccc(C(F)(F)F)c1,21.8,47,4.5%,-1.6%,
O=C(Nc1ccccc1)C1CCN(S(=O)(=O)c2cccs2)CC1,-1.1,70,2.1%,-1.6%,
O=C1C=C(c2ccc3c(c2)oc2ccccc23)C[C@@H](c2ccc(Cl)cc2)C1,1.9,43,9.1%,-4.0%,
CCN(CC)c1ccc(NC(=O)COC(=O)Cc2ccsc2)cc1,1.8,69,38µM*,-4.4%,
COc1ccccc1OCc1ccc(C(=O)NCC2CCCO2)cc1 (stereo not drawn),-0.1,55,2.1%,-7.0%,
COc1ccc(S(N)(=O)=O)cc1C(=O)NNC(=O)CN(C)S(=O)(=O)c1ccc(Cl)cc1,-1.4,58,14.0%,-0.7%,
COc1ccc(-c2noc(CCC(=O)N3CCN(c4ccc(C(F)(F)F)cc4)CC3)n2)cc1,2.9,53,4.8%,-9.1%,
CCOc1ccc(NC(=O)CN(C)C(=O)Cc2n[nH]c(=O)c3ccccc23)cc1OCC,2.0,54,3.4%,-9.9%,
Cc1ccc(S(=O)(=O)N2C[C@@H]3[C@H]4CC[C@H](C4)[C@@H]3[C@@H](C)C2CC(=O)c2ccccc2)cc1 (stereo partly drawn),0.5,63,9.6%,-8.3%,NS5 inhibitors pilot replicate=-4.5
Cc1cc(NC(=O)COc2ccc3ccccc3c2Br)no1,2.6,43,25.5%,-5.1%,
Cc1cccc(C(=O)N=C2SC3CS(=O)(=O)CC3N2c2ccccc2)c1 (stereo not drawn),0.8,66,15.3%,3.6%,
COc1ccc(C(=O)Nc2cc(S(=O)(=O)N3CCCCC3)ccc2OC)cc1,-0.8,60,5.4%,-1.5%,
O=C(c1cccc(S(=O)(=O)NCc2ccccc2)c1)N1CCN(c2ccccc2)CC1,1.9,61,6.0%,-13.8%,
O=C(CN1C(=O)/C(=C2/SC(=S)N(CCS(=O)(=O)O)C2=O)c2ccccc21)Nc1cccc(C(F)(F)F)c1,-3.1,44,5.8%,35.3µM*,
COc1ccc(CCNC(=O)COC(=O)/C=C/c2ccc3c(c2)OCO3)cc1OC,-0.9,49,5.7%,-5.3%,
CNC(=O)c1ccc(NC(=O)C2CCN(S(=O)(=O)c3cccc(C(F)(F)F)c3)CC2)cc1,1.5,63,5.2%,-9.0%,
O=C(C[n+]1cccc(C(=O)N/N=C/c2cccc([N+](=O)[O-])c2)c1)c1ccccc1,0.0,78,3.6%,-10.1%,
CSc1ccc(Cl)c(C(=O)Nc2cc(S(=O)(=O)N3CCOCC3)ccc2N2CCOCC2)c1,0.6,70,2.6%,-1.2%,
CC[C@]1(C(=O)OC)[C@H]2C(=O)N(Cc3ccccc3)C(=O)[C@H]2[C@H]2CN=C(SCc3ccccc3)N21,0.1,44,10.0%,-1.3%,NS5 inhibitors pilot replicate=-2.1
CC(C)Oc1ccc(S(=O)(=O)N2CCOCC2)cc1NC(=O)C1COc2ccccc2O1 (stereo not drawn),3.5,60,-0.1%,11.1%,
COC(=O)Cn1cnc2c(Cl)nc(F)nc21,2.9,58,-0.1%,1.3%,
CCOC(=O)C1=C(COC(=O)CC(C)c2ccccc2)NC(=O)NC1C (stereo not drawn),0.9,56,-0.2%,-0.7%,
O=C(CNC(=O)c1cccc(-n2cnnn2)c1)Nc1ccc(F)c(F)c1,-2.1,63,12.2%,0.7%,
COCCn1c(C)cc(C(=O)CSc2nnnn2C2CCCC2)c1C,5.0,64,-2.4%,-0.8%,
COC(=O)[C@H](Cc1ccccc1)NS(=O)(=O)N[C@@H](Cc1ccccc1)C(=O)OC,-0.9,52,9.2%,-5.8%,

# Pulled by compound from the entries so far (six):
SMILES,NTR1 ag,NTR1 ag cell count 20 µM,MgcRacGAP inhibition,NS5 inhibitors,others
CNC(=O)c1ccc(NC(=O)C2CCN(S(=O)(=O)c3cccc(C(F)(F)F)c3)CC2)cc1,1.5,63,5.2%,-9.0%,
O=C(CNC(=O)c1cccc(-n2cnnn2)c1)Nc1ccc(F)c(F)c1,-2.1,63,12.2%,0.7%,
CCOC(=O)C1=C(COC(=O)CC(C)c2ccccc2)NC(=O)NC1C (stereo not drawn),0.9,56,-0.2%,-0.7%,
COCCn1c(C)cc(C(=O)CSc2nnnn2C2CCCC2)c1C,5.0,64,-2.4%,-0.8%,
COC(=O)[C@H](Cc1ccccc1)NS(=O)(=O)N[C@@H](Cc1ccccc1)C(=O)OC,-0.9,52,9.2%,-5.8%,
O=C(CN1C(=O)/C(=C2/SC(=S)N(CCS(=O)(=O)O)C2=O)c2ccccc21)Nc1cccc(C(F)(F)F)c1,-3.1,44,5.8%,35.3µM*,

# Continuation.
SMILES,NTR1 ag,NTR1 ag cell count 20 µM,MgcRacGAP inhibition,NS5 inhibitors,others
CCOC(=O)C1=C(COC(=O)[C@@H](NC(=O)c2cccc(C)c2)C(C)C)NC(=O)NC1C (stereo partly drawn),-1.8,64,3.5%,1.6%,
CC(OC(=O)c1ccc([N+](=O)[O-])o1)C(=O)NC1CCCCC1C (stereo not drawn),5.4,66,0.7%,-5.8%,
COc1ccc(C(=O)COC(=O)/C=C/c2ccccc2)c(OC)c1,6.2,55,3.0%,6.2%,
COc1cc(C(C)=O)ccc1OC(C)C(=O)Nc1ccc(S(=O)(=O)N2CCCC2)cc1 (stereo not drawn),0.4,74,-0.8%,-3.8%,
O=C(C[C@H]1C[C@H](C(=O)N2CCCCC2)[C@@]2(CCc3ccccc3)c3[nH]c4ccc(Cl)cc4c3CCN2C1=O)NCCc1ccccn1,14.9,65,11.2%,2.6%,NS5 inhibitors pilot replicate=-2.4
Oc1cncc(-c2cccnc2)c1,-1.0,50,3.1%,4.0%,
COc1ccccc1NS(=O)(=O)c1ccc(C(=O)NCc2ccncc2)cc1,4.6,53,2.3%,-1.5%,
CC(OC(=O)c1ccccc1NCCO)C(=O)Nc1ccnn1C(C)C (stereo not drawn),-1.7,80,5.0%,2.9%,
C[C@@H](OC(=O)c1[nH]cnc1C(=O)N1CCc2ccccc2C1)c1ccccc1,-1.2,63,5.4%,-1.6%,
Cc1cnc(NC(=O)c2ccc3c(c2)OCCO3)s1,0.3,55,5.0%,4.0%,
CCOc1ccccc1OCCCC(=O)Nc1cccc(-n2cnnn2)c1C,0.5,60,6.4%,4.6%,
CC(NC(=O)c1cccc(S(=O)(=O)N2CCN(Cc3ccccc3)CC2)c1)c1ccc(Cl)cc1 (stereo not drawn),0.8,66,2.7%,-4.4%,

# In the list so far, 2 have bromine:
SMILES,NTR1 ag,NTR1 ag cell count 20 µM,MgcRacGAP inhibition,NS5 inhibitors,others
O=C(COC(=O)COc1ccc(Br)cc1)NC1CCCC1,-0.4,69,-0.3%,-4.0%,
Cc1cc(NC(=O)COc2ccc3ccccc3c2Br)no1,2.6,43,25.5%,-5.1%,

# New compounds follow.
SMILES,NTR1 ag,NTR1 ag cell count 20 µM,MgcRacGAP inhibition,NS5 inhibitors,others
Cc1cc(=O)c(C(=O)Nc2ccc(N3CCOCC3)cc2N2CCOCC2)nn1-c1ccccc1Cl,2.1,52,8.6%,6.2%,
CC(C)(C)NC(=O)C(c1ccc(-c2ccccc2)cc1)N(C[C@H]1CC[C@@H]([C@@H]2CC[C@H](CO)O2)O1)C(=O)c1ccc(-c2ccccc2)cc1 (stereo partly drawn),8.5,38,9.1%,-7.3%,NS5 inhibitors pilot replicate=-6.1
COc1ccc2c(c1)OC[C@H]1[C@H]2N2C(=O)c3ccc(C)cc3NC(=O)[C@@]2(C)[C@H]1c1ccccc1,-2.6,52,-2.7%,0.0%,
CN(C(=O)COC(=O)Cn1cnc2ccccc21)C1CCCCC1,0.4,55,-3.7%,-2.7%,
O=C(OCC(=O)N1CCCCC1)c1cc(=O)[nH]c2ccccc12,-0.5,74,-0.2%,-3.0%,
COc1ccc(NS(=O)(=O)c2ccc(C(=O)Nc3c(C)n(C)n(-c4ccccc4)c3=O)cc2)cc1,0.3,36,3.7%,-15.2%,
